# MITF primary: human MITF inhibition, primary screen; AID 1259374; hit rate 0.91% among 650,000; AlphaScreen MITF homodimerization, bead proximity signal; inhibition, % at 2.6 µM; O75030; in the data active = inhibition above about 50%;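 note: 0% = vehicle wells with protein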
# GPR151 activ: activates the human receptor GPR151 | AID 1508602 | Q8TDV0 | activation, % at 11.2 µM | hit rate 1% among 650,000 | PathHunter beta-arrestin GPR151 cells, luminescence; in the data active = activation above about 4.9%;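 note: 0% = median of compound wells and 100% = cells with positive control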
# Target sequence (Q8TDV0 whole entry, looked up): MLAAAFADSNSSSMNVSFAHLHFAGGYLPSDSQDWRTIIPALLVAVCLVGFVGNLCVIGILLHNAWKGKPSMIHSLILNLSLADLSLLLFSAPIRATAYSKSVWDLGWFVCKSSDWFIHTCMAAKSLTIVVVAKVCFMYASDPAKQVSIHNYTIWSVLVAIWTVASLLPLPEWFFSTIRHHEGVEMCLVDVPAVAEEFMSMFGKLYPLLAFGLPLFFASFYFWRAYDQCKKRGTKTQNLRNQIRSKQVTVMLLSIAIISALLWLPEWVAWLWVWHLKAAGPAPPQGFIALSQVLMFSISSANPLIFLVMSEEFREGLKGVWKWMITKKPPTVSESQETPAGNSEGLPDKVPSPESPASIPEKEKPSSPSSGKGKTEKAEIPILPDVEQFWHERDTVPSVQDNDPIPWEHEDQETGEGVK
# FBW7 activator: activators of human E3 ligase FBW7; normalized activity (activation), % at 26.1 µM; hit rate 0.13% among 650,000; Q969H0; AID 1259310; AlphaScreen FBW7–phospho-cyclin E peptide binding, activator screen; in the data active = normalized activity above about 1.9%;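 note: purified mutant Fbw7 with reduced substrate affinity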
# Target sequence (Q969H0 whole entry, looked up): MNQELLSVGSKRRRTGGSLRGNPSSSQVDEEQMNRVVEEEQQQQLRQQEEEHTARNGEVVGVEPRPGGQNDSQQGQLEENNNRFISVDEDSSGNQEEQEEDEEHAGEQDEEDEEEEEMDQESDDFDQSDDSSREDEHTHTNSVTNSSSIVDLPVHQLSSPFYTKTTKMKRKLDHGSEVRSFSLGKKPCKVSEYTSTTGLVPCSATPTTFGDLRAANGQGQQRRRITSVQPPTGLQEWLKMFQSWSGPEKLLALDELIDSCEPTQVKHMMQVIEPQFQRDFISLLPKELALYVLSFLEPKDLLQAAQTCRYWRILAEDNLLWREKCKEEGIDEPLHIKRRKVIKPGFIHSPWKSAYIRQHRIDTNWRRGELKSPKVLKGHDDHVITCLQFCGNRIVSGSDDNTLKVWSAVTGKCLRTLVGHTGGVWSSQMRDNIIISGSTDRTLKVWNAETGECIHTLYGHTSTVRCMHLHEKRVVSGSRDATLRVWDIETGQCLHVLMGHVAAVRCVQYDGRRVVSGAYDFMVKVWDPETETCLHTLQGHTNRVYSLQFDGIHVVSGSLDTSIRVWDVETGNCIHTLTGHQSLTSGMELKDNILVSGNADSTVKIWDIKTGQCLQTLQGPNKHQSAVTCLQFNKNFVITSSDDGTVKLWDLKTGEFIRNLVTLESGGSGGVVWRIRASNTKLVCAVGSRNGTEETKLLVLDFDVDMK
# TEAD-YAP block: TEAD-YAP interaction inhibition | HEK-TIYL cells, TEAD-Gal4/YAP UAS-luciferase luminescence | inhibition, % at 9.12 µM | hit rate 1.4% among 640,000; in the data active = inhibition above about 32%;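 note: 0% = median of test compound wells and 100% = reference inhibitor wells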
# * marks the source's active call; other numbers are inactive results; & = joins results of further samples.
entry	SMILES	MITF primary	GPR151 activ	FBW7 activator	TEAD-YAP block
1	Cc1cc(C)nc(Sc2ccc(NC(=O)C(C)(C)C)cc2)n1	-3	-0.9	-0.1	-6
2	O=C(Nc1cccnc1)c1c(O)c2cccc3c2n(c1=O)CC3	-22	-1.2&-0.2	-0.1	-11
3	CCOC(=O)N1CCC(NC(=O)c2cc(-c3cccc(OC)c3)nn2C)CC1	2	1.8	-0.1	-3
4	c1ccc(-c2ccc(C3N4CCCN34)cc2)cc1 (stereo unspecified)	18	-2.3	0.1	-48
5	CCOC(=O)c1c(NC(=S)NC(=O)c2ccccc2)sc2c1CC(C)(C)OC2	19	3.2	-0.3	2
6	O=C(Cn1nnc(-c2ccccc2)n1)OCc1cccc(Cl)c1	-3	1.2	0.1	4
7	C=COCCCCNC1=CC(=O)C(NCCCCOC=C)=CC1=O	-6	0.5	-0.2	-6
8	COc1ccc(CN2CCN(S(=O)(=O)c3ccc(Cl)cc3)CC2)cc1OC	29	0.3	-0.2	-16
9	Cc1cc(C(=O)Nn2c(-c3ccncc3)nc3ccccc3c2=O)ccc1[N+](=O)[O-]	10	-0.1	0.1	0
10	O=C(COC(=O)c1ccc(O)cc1O)Nc1ccc2ccccc2c1	4	-0.3	-0.1	-11
11	O=C(COc1ccccc1Cl)Nc1cccc(-c2nc3ncccc3o2)c1	0	1.0	0.0	1
12	Cc1cc(C(=O)COc2ccccc2C(N)=O)c(C)n1C1CC1	-1	0.7	0.0	-33
13	O=C(CSCc1ccccc1Cl)NC1CC2CCC1C2 (stereo unspecified)	13	0.9	0.2	-45
14	O=C(NC1CC1)c1ccc(-c2nc(NCCN3CCOCC3)c3[nH]cnc3n2)cc1	11	2.3	0.1	0
15	CCCOc1ccc(-c2nc(N3CCCCCC3)c3ccccc3n2)cc1	5	0.6	-0.2	3
16	CCOc1cccc2c1OC1(C)C(C(=O)Nc3ccc(C)cc3C)C2NC(=S)N1CCOC (stereo unspecified)	4	-0.1	0.1	-6
17	Cc1ccc(-c2nc(N3CCN(C)CC3)c3ccccc3n2)cc1	12	-0.6	-0.1	-6
18	O=C1c2cccc3cccc(c23)N1Cc1ccc(F)cc1	-4	-0.9	0.8	-9
19	O=C1c2ccccc2C(=O)N1CCN1C(=O)c2ccc([N+](=O)[O-])cc2C1=O	7	-0.1	0.0	0
20	COc1ccc(Br)cc1/C=C1\N=C(c2cccc(I)c2)OC1=O	-5	1.5	-0.1	5
21	O=C(c1cc2c(=O)n3ccccc3nc2s1)N1CCOCC1	4	1.5	-0.1	-52
22	O=[N+]([O-])c1cccc(CSc2ccc3nnc(-c4cccnc4)n3n2)c1	5	-0.4	-0.5	0
23	Cc1cc(=O)[nH]c(SCC(=O)OCCOc2ccccc2)n1	14	-0.7	0.7	-9
24	Cc1ccc(C2CC(c3ccc(F)cc3)n3nnnc3N2)cc1 (stereo unspecified)	-1	-1.5	0.0	8
25	COc1cc(/C=N/NC(=O)CSc2nc3ccccc3s2)ccc1O	23	2.2	0.6	5

# Compounds from the list above that contain fluorine, in the order listed:
entry	SMILES	MITF primary	GPR151 activ	FBW7 activator	TEAD-YAP block
18	O=C1c2cccc3cccc(c23)N1Cc1ccc(F)cc1	-4	-0.9	0.8	-9
24	Cc1ccc(C2CC(c3ccc(F)cc3)n3nnnc3N2)cc1 (stereo unspecified)	-1	-1.5	0.0	8

# Part of the list above, limited to MITF primary and TEAD-YAP block:
item	Structure	MITF primary	TEAD-YAP block
13	O=C(CSCc1ccccc1Cl)NC1CC2CCC1C2 (stereo unspecified)	13	-45
14	O=C(NC1CC1)c1ccc(-c2nc(NCCN3CCOCC3)c3[nH]cnc3n2)cc1	11	0
15	CCCOc1ccc(-c2nc(N3CCCCCC3)c3ccccc3n2)cc1	5	3
16	CCOc1cccc2c1OC1(C)C(C(=O)Nc3ccc(C)cc3C)C2NC(=S)N1CCOC (stereo unspecified)	4	-6
17	Cc1ccc(-c2nc(N3CCN(C)CC3)c3ccccc3n2)cc1	12	-6

# Next entries
entry	SMILES	MITF primary	GPR151 activ	FBW7 activator	TEAD-YAP block
26	C=CCNC(=S)NCc1cn2ccccc2n1	16	-0.6	0.0	-2
27	CCSc1nnc2c(n1)OC(c1cccc(OC)c1OCc1ccccc1)Nc1ccccc1-2 (stereo unspecified)	8	-0.8	0.4	2
28	Cc1cc(C2C(C#N)=C(N)N(c3ccc(C)c(Cl)c3)C3=C2C(=O)CC(C)(C)C3)c(C)s1 (stereo unspecified)	-1	3.0	0.0	-1
29	CCOC(=O)c1ccc(NC(=O)C2C3C=CC(C4CC34)C2C(=O)O)cc1 (stereo unspecified)	-5	2.3	-0.1	-1
30	COc1ccc(CCC(=O)Nc2ccc(F)c(F)c2)cc1	11	-0.7	0.0	-19
31	CC(=O)NC(CCS(C)(=O)=O)C(=O)Nc1ccc(-c2nc3ccc(C)cc3s2)cc1 (stereo unspecified)	-11	-0.5	0.1	21
32	CC1(C)CC(NC(=O)c2ccccc2Br)CC(C)(C)N1	4	-1.0	-0.1	-1
33	CCOC(=O)c1cnn(-c2nc3ccccc3s2)c1CNCCNC(C)=O	-18	-1.3	0.1	15
34	O=C(Cc1ccccc1)NCCc1cccc(Cl)c1	-14	0.1	0.4	-34
35	Cc1occc1C(=O)N/N=C/c1ccc(OCc2ccccc2)cc1	15	-4.3	0.3	-16
36	Cc1ccc(C(=O)O)cc1NC1CC(=O)N(c2cccc(Cl)c2Cl)C1=O (stereo unspecified)	11	-0.7	-0.1	4
37	Cc1cccc2c(Nc3ccc4c(c3)OCO4)nc(CN3CCCCC3CCO)nc12 (stereo unspecified)	-6	-1.5	0.7	3
38	O=C(N/N=C/c1ccco1)C(O)C(O)C(=O)N/N=C/c1ccco1 (stereo unspecified)	-6	2.7	0.0	7
39	CCc1ccc(C(=O)COC(=O)C2=NNC(=O)CC2)cc1	9	-0.9	0.1	1
40	CC(C)(C)c1csc2ncc(C(=O)Nc3ccncc3)c(=O)n12	5	-0.2	0.0	-2
41	O=c1nc2n(Cc3ccccc3)c3cccc(Cl)c3cc-2c(=O)[nH]1	-5	0.0	-0.4	0
42	Cc1cccc(NC(=S)N2CCC(O)CC2)c1C	21	-0.2	0.1	2
43	Cn1c(=O)c2c(nc(N3CCNCC3)n2Cc2ccccc2)n(C)c1=O	5	1.2	0.2	1
44	Cc1cnc(Nc2cccc(N(C)C)c2)nc1NCc1ccccc1	15	3.6	-0.3	23
45	Cc1nn(C(=O)c2nn(C)cc2Cl)c(C)c1I	18	-1.1	0.1	5
46	CCC(C)NC(=O)c1cc(Cl)ccc1OC (stereo unspecified)	-2	-1.1	0.0	2
47	O=C(COc1ccc(C2CCCCC2)cc1)NCCOc1ccc(Cl)cc1	5	2.3	0.0	-5
48	CCOc1ccc(NC(=O)Cn2nnc(C(=O)OC)c2N)cc1	7	0.7	-0.1	5
49	Cc1ccc(-c2nnc(-c3cccc(S(=O)(=O)N4CCC(C)CC4)c3)o2)cc1	19	1.7	0.1	-2
50	COC(=O)CSc1nc2ccccc2n1CC(=O)NC1CCCC1	13	-0.6	0.1	0
51	CCC(C)NC(=O)C1(C)CCC(=O)N1CCc1ccc(C)cc1 (stereo unspecified)	11	-0.5	1.0	11
52	Cc1oc(/N=C/c2ccccc2O)c(C#N)c1C	-18	0.3	0.0	3
53	N#Cc1ccccc1OCC(=O)N/N=C/c1ccc(O)cc1O	26	0.3	-0.8	6
54	Cc1ccc(Cn2c(=O)c3cccnc3n(CC(=O)Nc3ccccc3C)c2=O)cc1	-2	3.5	-0.1	-10
55	COc1ccccc1-n1c(SCC(=O)Nc2ccc(F)c(F)c2)nc2[nH]ncc2c1=O	0	1.2	0.0	24
56	Cc1nn(CC(=O)NCc2ccc(C(=O)O)cc2)c(C)c1[N+](=O)[O-]	10	1.2	0.1	-9
57	Oc1ccc(Nc2nc(-c3cccs3)cs2)cc1	-13	-0.5	-0.1	-42
58	CCN=C(NS(=O)(=O)c1ccc(F)cc1)c1ccccc1	13	1.4	0.1	3
59	COc1cccc(-c2csc(N3CCN(C(=O)Nc4ccccc4Cl)CC3)n2)c1	-4	-0.8	-0.1	-18
60	COC(=O)c1ccc(COc2ccccc2/C=N/Nc2ccccn2)cc1	3	-0.3	0.2	8
61	Cc1cc(OCc2ccccc2)nc(N2CCOCC2)n1	-5	0.9	0.0	-4
62	COc1ccccc1C1C(C(=O)N(C)C)=C(C)Nc2nc3ccccc3n21 (stereo unspecified)	10	-1.3	-0.1	9
63	O=C(Nc1ccccc1C(=O)Nc1ccccc1)c1ccco1	-10	-1.2	0.1	6
64	COCCOC(=O)c1c(C)oc2c1cc(NS(=O)(=O)c1ccc(C)cc1C)c1ccccc12	8	0.6	-0.1	1
65	CCOc1ccc(C(=O)NC(=S)Nc2ccccn2)cc1Br	2	-0.2	0.1	-24
66	CN(CCOc1ccc(C=O)cc1)c1cnccn1	-12	-2.1	-0.2	5
67	CCOc1nc(NCCO)nc(Nc2ccc(-c3nc4ccccc4o3)cc2)n1	2	0.6	-0.1	8
68	O=C(NCCc1cccs1)N1CCC2(CC1)OCc1ccccc1O2	4	1.3	-0.1	-43
69	NCCCC[C@@H]1NC(=O)[C@H]2CN(C(=O)c3ccc(-c4ccccc4)cc3)CCN2C1=O	-2	0.4	-1.0	-2
70	Cc1cccc(NS(=O)(=O)c2ccc3c(c2)oc(=O)n3C(=O)Oc2ccccc2)c1	6	2.1	0.2	2
71	COC(=O)c1ccc(CN2c3cccc4cccc(c34)S2(=O)=O)o1	-12	0.1	0.2	-9
72	Cc1ccnc(N2CCCC(C(=O)Nc3ccc(C(C)(C)C)cc3)C2)n1 (stereo unspecified)	-7	-0.8	-0.1	-14
73	c1nc2c3c4c(sc3ncn2n1)CCC4	0	1.2	0.0	5
74	Cc1ccc(OC(=O)c2ccc(Cl)cc2)c(-n2nc3ccccc3n2)c1	4	1.2	0.1	-5
75	Cn1cc(SCC(=O)NCc2ccco2)c2ccccc21	6	1.5	-0.1	-5

# The listing continues.
entry	SMILES	MITF primary	GPR151 activ	FBW7 activator	TEAD-YAP block
76	COCCN(Cc1ccccc1OCC(O)CN(C)C1CCCCC1)C(C)C (stereo unspecified)	-3	-0.1	0.0	-3
77	O=C1OC(c2ccccc2F)=N/C1=C\c1ccc(F)cc1	-3	-1.3	-0.1	-4
78	CC(C)CN(CC(C)C)S(=O)(=O)N1CCC(C(=O)NC2CCCCC2C)CC1 (stereo unspecified)	-6	0.9	0.8	-5
79	N/N=c1\nc2[nH]n(-c3ccccc3)c(=O)c2c2n1CCC2	4	0.5	-0.2	-44
80	COc1ccc2nc(SCC(=O)Nc3nonc3C)c(C#N)cc2c1	3	-0.7	0.2	-18
81	O=C(Cc1cc2ccccc2[nH]1)N/N=C/c1ccc(Cl)cc1	15	2.9	0.0	3
82	COc1ccc(NC(=O)c2onc(C)c2Cl)cc1	6	-1.8	-0.1	-46
83	Cc1nc(-c2cccc(NC(=O)c3ccn(C(C)C)n3)c2)cs1	4	0.2	0.1	-15
84	COc1ccccc1OCC(=O)N1CCC(Oc2nc3c(C)cccc3s2)CC1	-6	1.3	-0.2	-4
85	CCCCSc1nnc2c(n1)OC(/C=C/c1ccccc1[N+](=O)[O-])Nc1ccccc1-2 (stereo unspecified)	-14	0.2	-0.1	-33
86	CS(=O)(=O)c1ncc(Cl)c(C(=O)NCc2ccc3c(c2)OCO3)n1	6	-2.6	-0.1	-8
87	COc1ccc(Cl)cc1C(=O)Nc1c2c(nn1-c1ccc(Cl)cc1)CSC2	3	0.6	-0.1	4
88	Cc1cccc(C)c1N1C(=O)c2cccc([N+](=O)[O-])c2C1=O	19	-0.7	0.7	13
89	CN(C)Cc1c(C(=O)N/N=C/c2ccccc2Cl)nnn1-c1nonc1N	28	-1.3	0.0	-1
90	CCOc1ccccc1Nc1nnc(-c2cc3cc(Cl)ccc3oc2=O)s1	8	-0.1	-0.1	-11
91	N#CC1=C(N)Oc2n[nH]c(C(F)(F)F)c2C1c1ccc(Br)cc1 (stereo unspecified)	6	2.2	0.0	2
92	CCCN(C(=O)CC)c1nnc(-c2cccc(C)c2)s1	15	-0.1	0.0	-13
93	Cc1[nH]n(-c2ccccc2)c(=O)c1/C(=N/NC(=O)c1cccnc1)C(F)(F)F	12	-0.1	-0.9	-7
94	N#Cc1c(N)n[nH]c1CCCCCNCc1ccc(Cl)c(Cl)c1	21	-0.6	-0.2	-1
95	Cc1ccc2cc(C)c(Nc3ccc(Cl)cc3)nc2c1	-2	-0.9	0.1	6
96	O=C(NCCOCc1ccccc1)c1ccc(Cl)cc1Cl	20	-0.3	0.1	-14
97	O=C(OCc1nc2sc3c(c2c(=O)[nH]1)CCCC3)c1ccccc1O	3	1.4	0.0	-5
98	O=C(CCCl)Nc1ccc2oc(-c3cccnc3)nc2c1	-2	0.9	-0.2	-40
99	CC(C)NC(=O)c1cc(-c2ccccn2)nc2ccc(S(=O)(=O)N3CCOCC3)cc12	14	-0.2	0.3	14
100	O=C(OCn1nnc2ccccc2c1=O)c1ccc(Cl)cc1Cl	15	0.4	0.2	0
101	CC(=O)Nc1cccc(-c2nnc(SCC(=O)Nc3ccccc3)n2C)c1	-25	4.1	0.1	-16
102	Cc1nn(CC(=O)N2CCC(Cc3ccccc3)CC2)c(=O)c2cc3occc3n12	11	1.2	-0.1	-5
103	CCCNC(c1ccccc1)c1ccncc1 (stereo unspecified)	-11	-0.6	0.0	-2
104	O=S(=O)(c1ccc(Cl)c(Cl)c1Cl)N1CCN(Cc2ccccc2)CC1	-3	1.5	-0.1	-6
105	Oc1ccc(CNc2ccc(F)c(Cl)c2)cc1	16	-1.2	0.0	3
106	CCOC(=O)N1CCN(S(=O)(=O)c2ccc(C(=O)Nc3ccc([N+](=O)[O-])cc3OC)cc2)CC1	5	1.4	0.1	-4

# Rows were taken by chance; 3.4% or so of the library scored in one or more.
